Screens deposited in PubChem BioAssay by several laboratories.
Tat transport: blocks Tat-dependent protein export in E. coli; E. coli MC4100 TorA-mCherry Tat export, fluorescence; inhibition, % at 10 µM; 0.036% of 340,000 active; AID 488895;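 active = mean replicate inhibition at least 50% and at least half of replicates individually reaching 50%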;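 note: exported cargo escapes ClpAP degradation while cytoplasmic cargo is degraded and loses fluorescence; 0% = median of neutral control wells and 100% = median of NaSCN control wells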
Wnt bcat act: activates Wnt/beta-catenin signaling in a reporter cell assay | AID 743398 | activator, plate reader | 1.2% of 300,000 active | activation, % at 9.35 µM; in the data active = activation above about 30%, passing the limit was not always enough;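 note: 0% = neutral control wells and 100% = positive control wells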
PvdQ acylase: P. aeruginosa PvdQ acylase inhibition | purified PvdQ acylase, fluorescence plate reader | 0.063% of 340,000 active | inhibition, % at 10 µM | AID 488965; in the data active = inhibition above about 30%, passing the limit was not always enough;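 note: 0% = vehicle neutral wells and 100% = reference inhibitor wells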
phage Ecoli inh: E. coli growth loss with phage present; growth absorbance; inhibition, % at 11.9 µM; 0.26% of 360,000 active; AID 651602; in the data active = inhibition above about 11%
E coli growth: bacterial growth inhibition, counter-screen for AddAB inhibitors; AID 449728; E. coli V3065 growth, OD600 absorbance, 18 h; inhibition, % at 11.9 µM; 0.27% of 330,000 active;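 active = inhibition above the campaign's mean inhibition across all tested compounds plus 3 SD, cut at about 9.9% in these data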;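 note: uninfected addAB+ strain grown without phage in ampicillin broth; 0% = DMSO wells and 100% = ciprofloxacin 0.95 µg/ml wells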
Rtt109 Vps75: inhibitors of Candida albicans Rtt109/Vps75 histone acetyltransferase; Q5AAJ8; 0.16% of 330,000 active; inhibition, % at 34.9 µM; AID 540336; purified Rtt109/Vps75, ThioGlo CoA-SH fluorescence, 4 h;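 active = inhibition of at least 50% in every replicate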
Target sequence (Q5AAJ8 whole entry, looked up): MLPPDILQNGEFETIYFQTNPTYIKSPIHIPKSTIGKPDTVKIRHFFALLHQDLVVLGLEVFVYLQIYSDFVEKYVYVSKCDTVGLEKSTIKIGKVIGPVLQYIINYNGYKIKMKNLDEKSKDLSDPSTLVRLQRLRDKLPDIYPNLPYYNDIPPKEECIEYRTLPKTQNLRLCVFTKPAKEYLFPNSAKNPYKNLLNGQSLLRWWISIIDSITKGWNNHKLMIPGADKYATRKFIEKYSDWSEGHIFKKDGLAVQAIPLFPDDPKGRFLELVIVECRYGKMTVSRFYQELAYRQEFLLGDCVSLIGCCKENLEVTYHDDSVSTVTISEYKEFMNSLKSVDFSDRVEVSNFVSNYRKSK
PfHsp90 set2: growth inhibition of yeast expressing Plasmodium Hsp90; S. cerevisiae expressing PfHsp90, BacTiter-Glo ATP, 48 h; yeast lacking PDR1 and PDR3 efflux regulators; inhibition, % at 9.4 µM; 0.32% of 310,000 active; AID 504621;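 active = every replicate shows inhibition above about 80%, whatever the replicate mean, limit read from the data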;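 note: 0% = DMSO neutral controls and 100% = 20 µM radicicol positive controls; yeast relying on Plasmodium falciparum Hsp90 in place of its own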
DAGLB inhibitor: blocks human DAGLB lipase activity; Q8NCG7; HEK293T DAGLB membrane lysate, EnzChek fluorogenic substrate; inhibition, % at 5.17 µM; 0.059% of 340,000 active; AID 504411; in the data active = inhibition above about 34%;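 note: 0% = enzyme with vehicle and 100% = wells lacking enzyme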
Target sequence (Q8NCG7 whole entry, looked up): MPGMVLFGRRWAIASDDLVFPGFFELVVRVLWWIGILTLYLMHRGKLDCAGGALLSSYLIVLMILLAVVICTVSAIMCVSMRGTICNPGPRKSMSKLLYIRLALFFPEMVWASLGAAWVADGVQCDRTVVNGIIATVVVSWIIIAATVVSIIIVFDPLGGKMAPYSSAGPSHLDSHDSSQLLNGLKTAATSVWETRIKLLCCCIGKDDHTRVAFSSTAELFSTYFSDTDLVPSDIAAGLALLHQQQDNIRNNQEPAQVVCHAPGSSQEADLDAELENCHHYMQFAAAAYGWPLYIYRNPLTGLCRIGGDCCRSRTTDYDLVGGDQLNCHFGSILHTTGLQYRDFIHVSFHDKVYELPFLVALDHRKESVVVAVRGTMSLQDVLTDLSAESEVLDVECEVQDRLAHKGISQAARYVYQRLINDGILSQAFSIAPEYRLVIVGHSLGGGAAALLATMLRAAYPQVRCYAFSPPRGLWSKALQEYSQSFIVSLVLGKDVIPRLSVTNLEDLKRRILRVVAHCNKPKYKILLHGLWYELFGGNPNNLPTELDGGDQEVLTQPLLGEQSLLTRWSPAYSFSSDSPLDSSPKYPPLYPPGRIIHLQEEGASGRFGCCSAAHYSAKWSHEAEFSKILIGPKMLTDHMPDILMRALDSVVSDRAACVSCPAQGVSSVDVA
CAL PDZ inh: blocks peptide binding to human CAL PDZ domain | purified CAL PDZ, TMR-peptide fluorescence polarization, 1 h | inhibition, % at 20 µM | 0.02% of 330,000 active;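 active = highest replicate inhibition of at least 40%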;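 note: plate controls were DMSO neutral control wells for no effect and unlabeled competitor peptide control wells for full effect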
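Test system: tagged CAL PDZ domain / Buffer or medium: sodium phosphate/NaCl buffer pH 7.4 with TCEP, IgG, Thesit / Reagent: TMR-labelled reporter peptide T*-PRC34 bound in PDZ groove / Compound dosing: single point, 20 µM / Schedule: 1 h incubation at room temperature before polarization reading / Technique: fluorescence polarization (mP) / Benchmarks: unlabelled peptide, DMSO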
AddAB inh: less growth of phage-infected E. coli with AddAB; E. coli expressing H. pylori AddAB, absorbance growth; inhibition, % at 11.9 µM; 0.29% of 330,000 active; AID 435030; in the data active = inhibition above about 12%;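 note: 0% = vehicle wells of infected cells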
* = called active by the depositor; · = not tested or not shown; & = joins results of further samples.

Values run as follows: Tat transport	Wnt bcat act	PvdQ acylase	phage Ecoli inh	E coli growth	Rtt109 Vps75	PfHsp90 set2	DAGLB inhibitor	CAL PDZ inh	AddAB inh
1	CCOc1ccc(S(=O)(=O)N2CCC(C(=O)N3CCN(c4ccccc4)CC3)CC2)cc1
→ 7	0	2	2.0	0.2	10	3	-6	0.3	2.2
2	Cc1cccc(OCCn2c(=O)sc3ccccc32)c1
→ 0	·	-4	1.8	1.0	3	-18	-9	0.8	1.6
3	COc1ccc(CSc2nncn2N)cc1Br
→ -2	·	5	2.3	-0.2	0	6	-3	-0.7	2.8
4	CCOc1ccc(S(=O)(=O)N(C)c2ccc(OCC(=O)Nc3nc4ccccc4s3)cc2)cc1
→ -2	·	8	4.3	0.7	10	32	-6	-0.6	4.1
5	CCN(c1ccccc1)c1nc(Cl)nc2c1cnn2C
→ 6	1	0	-0.4	·	0	·	-4	-0.7	·
6	Nc1nc(COc2ccc(F)cc2)nc(N2CCCCC2)n1
→ 2	-1	-9	0.3	-1.2	6	-7	-2	0.1	2.1
7	CSc1ccccc1NC(=O)CN(C)Cc1c(O)ccc2ccccc12
→ -3	-1	-4	-0.7	-0.7	-2	-27	-3	-2.6	-1.3
8	Cc1cc(NC(=O)c2cc3n(n2)C(C(F)(F)F)CC(c2ccco2)N3)no1 (stereo unspecified)
→ -15	0	-9	1.1	-2.0	7	-31	1	-0.3	2.4
9	Cc1cc(C)cc(NC(=S)NC2CC3CCCC(C2)N3CC(C)C)c1 (stereo unspecified)
→ -11	-2	-8	4.0	0.2	2	-8	3	-0.4	1.9
10	S=C(NCCN1CCOCC1)Nc1ccccc1Cl
→ 6	·	-10	2.8	3.0	2	-19	1	0.1	2.0
11	O=C(COc1ccc(Br)cc1)N1CCN(c2ncccn2)CC1
→ -4	-4	-1	0.6	-0.6	-2	-26	-3	0.4	3.1
12	O=C(c1nn2cccnc2c1Cl)N1CCN(c2ccccc2)CC1
→ -2	-2	-9	-0.5	-1.1	-3	-4	0	-0.6	1.4
13	COc1ccc(Br)cc1CNC(=O)C1CCC(=O)N1C(C)C (stereo unspecified)
→ -4	1	-9	1.5	-2.9	7	10	2	0.0	-0.3
14	CCCCCn1c(SCCOCC)nc2c1c(=O)[nH]c(=O)n2C
→ 3	-4	-4	2.0	-0.6	1	-10	3	-0.9	0.3
15	C=CCN(c1ccccc1OC)S(=O)(=O)c1cccc(C(=O)OCC(=O)N2CC(C)OC(C)C2)c1 (stereo unspecified)
→ 2	-3	4	1.8	1.4	19	5	-3	0.4	1.5
16	Cc1[nH]nc(N=CC2=C(O)CC(c3ccco3)CC2=O)c1-c1ccccc1 (stereo unspecified)
→ -5&-7	10	-14&13	2.4&-1.0	-0.3	-3&7	-24&-4	-8&-7	-2.6&-1.2	0.2
17	CC(=O)c1ccccc1-c1csc2ncnc(Sc3nnnn3C)c12
→ 6	11	-6	1.8	0.2	-4	·	-1	-0.4	3.2
18	COc1ccc(C2/C=C\CN3CCC[C@H]3C(=O)N2Cc2ccc(F)cc2)cc1 (stereo partly specified)
→ -4	-3	-18	1.2	0.2	5	-4	-3	-0.1	1.7
19	CC(C)NC(=O)N(C)C[C@H]1Oc2ccc(NS(=O)(=O)c3cn(C)cn3)cc2C(=O)N([C@H](C)CO)C[C@@H]1C
→ 2	-3	-4	-2.7	-0.1	0	7	-1	-1.0	3.6
20	CCOc1ccc(NC(=O)CSc2nnc(C)n2CCCOC)cc1
→ 3	·	-12	1.7	-0.5	-3	13	0	-2.7	1.2

Down the list, as entered above:
Nos. 4 to 9 in E coli growth read 0.7, ·, -1.2, -0.7, -2.0, 0.2

Copied from the list:
Result of compound 3 under Rtt109 Vps75: 0
Result of compound 12 under Rtt109 Vps75: -3

(continued)
Values run as follows: Tat transport	Wnt bcat act	PvdQ acylase	phage Ecoli inh	E coli growth	Rtt109 Vps75	PfHsp90 set2	DAGLB inhibitor	CAL PDZ inh	AddAB inh
21	COc1ccc(C(=O)Nc2ccccc2C(=O)NCc2cccnc2)cc1
→ -2	2	-12	1.7	0.1	-1	11	0	-1.7	1.8
22	Cc1cc(N2CCN(CC(O)C(F)(F)F)CC2)c2ccccc2n1 (stereo unspecified)
→ -1	-1	-14	1.5	0.8	-6	3	-1	-1.8	1.8
23	CS(=O)(=O)N1CCC(C(=O)c2cccc(Cl)c2)CC1
→ -4	·	18	1.0	-2.0	3	-5	0	0.0	-0.3
24	CCn1c(=O)n(CC)c2cc(N3CCCC3)c(NC(=O)c3cc(Br)ccc3OC)cc21
→ ·	-1	·	2.0	1.3	·	·	·	·	1.4
25	COc1ccc(C2C(C#N)=C(N)Oc3cc(O)ccc32)cc1Cl (stereo unspecified)
→ -16	-1	-13	1.5	-1.0	2	-8	2	·	1.8
26	CCOC(=O)CSc1ccc2ccccc2n1
→ -2	0	-21	-0.2	0.6	-3	16	-2	-1.8	-3.2
27	O=S(=O)(Nc1ncnc2sc3c(c12)CCC3)c1ccc2ccccc2c1
→ 5	-2	-8	2.1	1.5	13	-14	12	-0.8	0.2
28	CC1CC(OC(=O)C2CCN(S(=O)(=O)c3ccc(F)cc3)CC2)C(=O)O1 (stereo unspecified)
→ 0	-2	-9	1.3	·	-8	·	2	-1.6	·
29	COc1ccc(CNc2cc(NCCCO)c([N+](=O)[O-])c3nonc23)cc1
→ 27	-1	-12	1.8	-0.6	-9	27	3	0.7	6.0
30	CCc1ccc(Oc2nc([N+](=O)[O-])nn2C)cc1
→ 14	-1	14	0.1	-0.9	18	-35	1	-2.5	5.3
31	CS(=O)(=O)N(Cc1ccco1)CC(O)Cn1cc(C=O)c2ccccc21 (stereo unspecified)
→ 2	·	-9	4.0	-0.7	15	·	-1	-1.1	2.2
32	COCCN(CC(=O)Nc1ccccc1)S(=O)(=O)c1ccc(S(=O)(=O)N2CCCC2)cc1
→ -7	-4	-8	0.2	3.1	-4	-12	-3	-0.4	2.6
33	CC1CCc2c(sc(NC(=O)c3ccccc3C(=O)O)c2C#N)C1 (stereo unspecified)
→ -7	0	8	2.9	0.7	-3	18	0	0.8	4.4
34	CCc1ccc[n+](-c2[nH]c(=O)sc2/C=N/N=C(\[O-])CCn2c3ccccc3c3ccccc32)c1
→ -5	1	-10	0.5	2.5	1	7	18	-0.8	-0.8
35	CCCC[C@@H]1C=C(C(=O)O)[C@H](c2ccc(Cl)cc2)N1S(=O)(=O)c1ccc(C)cc1
→ 5	1	-7	1.5	-1.2	-4	-9	5	0.5	2.5
36	CCOc1ccc(NC(=O)Cc2ccc(NC3=NC4CS(=O)(=O)CC4S3)cc2)cc1 (stereo unspecified)
→ -3	-6	-13	1.9	-2.8	-2	-9	1	-0.4	-1.6
37	CC(C)(C)n1nnnc1C(c1cccc(C#N)c1)N1CCN2CCCC2C1 (stereo unspecified)
→ -10	15	0	0.2	-1.4	23	-9	-1	-2.1	2.5
38	Cc1cc(C(F)F)n2nc(C(=O)Nc3ccc(S(=O)(=O)N4CCCC4)cc3)nc2n1
→ -14	·	2	1.4	5.5	-5	-11	-2	·	3.1
39	C1CCC(n2nnnc2CN2CCN(C3CCCC3)CC2)CC1
→ 4	·	4	4.5	2.2	3	-5	0	0.0	5.0
40	COc1cc2cc(CCOC(=O)c3ccc(F)cc3)oc(=O)c2cc1OC
→ -8	-3	-10	2.4	-1.8	6	-4	-3	1.6	3.9

Two compounds from above, limited to AddAB inh, E coli growth and PfHsp90 set2.
nr	compound	AddAB inh	E coli growth	PfHsp90 set2
35	CCCC[C@@H]1C=C(C(=O)O)[C@H](c2ccc(Cl)cc2)N1S(=O)(=O)c1ccc(C)cc1	2.5	-1.2	-9
21	COc1ccc(C(=O)Nc2ccccc2C(=O)NCc2cccnc2)cc1	1.8	0.1	11

The list goes on:
Values run as follows: Tat transport	Wnt bcat act	PvdQ acylase	phage Ecoli inh	E coli growth	Rtt109 Vps75	PfHsp90 set2	DAGLB inhibitor	CAL PDZ inh	AddAB inh
41	COc1cccc(C(=O)N2CCN(Cc3ccco3)CC2)c1OC
→ 5	·	16	-0.9	0.2	3	-2	1	-0.4	-0.3
42	CC(=O)Nc1nonc1-c1nc2ccccc2n1Cc1ccccc1
→ 0	-7	-15	-0.5	-4.7	-9	·	0	-1.0	-4.1
43	COC(=O)c1ccccc1NC(=O)N1CCN(c2ccccc2)CC1
→ 12	-1	10	1.6	1.8	18	10	-13	-0.5	2.6
44	Cc1cc(C(=O)CCl)c(C)n1CCc1ccc(F)cc1
→ -4	-1	-2	2.6	-0.6	7	-61	6	-0.5	4.1
45	O=C(O)C1(Nc2ccc([N+](=O)[O-])cc2[N+](=O)[O-])CCCC1
→ -3	-2	1	3.2	·	5	4	-2	-0.5	·
46	CC(C)c1ccc(NC(=O)N2CCN(S(=O)(=O)c3ccccc3)CC2)cc1
→ -1	-4	-11	3.3	0.3	9	-16	-4	-0.7	2.2
47	COCC(=O)N(Cc1cc2ccccc2[nH]c1=O)c1ccccc1OC
→ 6	0	-7	0.8	0.2	3	-9	1	0.2	2.1
48	COc1ccc(C(=O)CSc2cc(C)nc(SCC(=O)c3ccc(C)cc3)n2)cc1
→ -3	·	-14	1.4	0.0	2	-5	-13	·	1.9

Another view of part of the listing above.
nr | mol | Tat transport | Wnt bcat act | PvdQ acylase | phage Ecoli inh | E coli growth | Rtt109 Vps75 | PfHsp90 set2 | DAGLB inhibitor | CAL PDZ inh | AddAB inh
41 | COc1cccc(C(=O)N2CCN(Cc3ccco3)CC2)c1OC | 5 | · | 16 | -0.9 | 0.2 | 3 | -2 | 1 | -0.4 | -0.3
42 | CC(=O)Nc1nonc1-c1nc2ccccc2n1Cc1ccccc1 | 0 | -7 | -15 | -0.5 | -4.7 | -9 | · | 0 | -1.0 | -4.1
43 | COC(=O)c1ccccc1NC(=O)N1CCN(c2ccccc2)CC1 | 12 | -1 | 10 | 1.6 | 1.8 | 18 | 10 | -13 | -0.5 | 2.6
44 | Cc1cc(C(=O)CCl)c(C)n1CCc1ccc(F)cc1 | -4 | -1 | -2 | 2.6 | -0.6 | 7 | -61 | 6 | -0.5 | 4.1
45 | O=C(O)C1(Nc2ccc([N+](=O)[O-])cc2[N+](=O)[O-])CCCC1 | -3 | -2 | 1 | 3.2 | · | 5 | 4 | -2 | -0.5 | ·
